YAP1 CTGF inhibition: reduction of CTGF mRNA in DLD1 cells – DLD1 colon cancer cells, RT-qPCR, single point, primary screen (AID 743449); DLD1 CTGF mRNA qPCR, 24 h; active compounds read high; inhibition, % at 12.5 µM; actives 0.9% (n = 9,900);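 active = mean normalized replicate activity at least 50 and at least half of replicates each reaching 50; inconclusive = only one of the two criteria met; inactive = neither criterion met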;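 also: 0% = neutral control wells and 100% = dasatinib control wells; higher means stronger suppression of CTGF expression like dasatinib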
Pax4 mRNA alpha TC1: activators of Pax4 gene expression, primary screen, RT-PCR, mouse alpha TC1 cells, single point (AID 1053180) | mouse alpha TC1 cells, Pax4 mRNA qPCR, 6 days; active compounds read high; 100% = Pax4 plasmid added at qPCR | activation, % at 10 µM | actives 0.2% (n = 9,600);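 active = highest normalized replicate activity of 15 or more, or at least half the replicates reach 15 or more; inactive = neither condition met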;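 also: pax4 Ct normalized to GAPDH with activation seen as lower delta delta Ct; plate controls were plate neutral control wells for no effect and Pax4 plasmid positive control for full effect; each compound tested in two replicate wells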
An asterisk follows results filed as active; u = inconclusive; x = not tested or not shown; & = joins results of further samples; ! = not confirmed by another sample. The list is partial; the hit share may differ from the screen's.

SMILES | YAP1 CTGF inhibition | Pax4 mRNA alpha TC1
CO[C@H]1CC[C@@H]2CCN(C)C(=O)[C@H](C)N(C)C(=O)c3cccc(C#N)c3OC[C@@H]1O2 | 8.9 | 0.0
O=C(C1CCC1)N1CC(=O)N2[C@@H](CO)[C@H](c3ccc(Br)cc3)[C@@H]2C1 | 25.0 | 0.0
Cc1ccccc1-c1cnc2c(c1)C(=O)N([C@@H](C)CO)C[C@@H](C)[C@@H](CN(C)Cc1ccccc1F)O2 | u | 0.0
C[C@H]1CN([C@@H](C)CO)C(=O)c2cc(-c3ccc(C#N)cc3)cnc2O[C@H]1CN(C)Cc1cccnc1 | -15.5 | 0.0
COCC#Cc1ccc([C@@H]2[C@H](CO)N3CCCCN(C(=O)NC4CCCC4)C[C@@H]23)cc1 | -92.0 | 0.0
Cn1cnc(CCNC(=O)[C@@H]2[C@@H](CO)[C@@H]3Cn4c(cccc4=O)[C@@H]3N2C(=O)Nc2ccccc2)c1 | 10.9 | 0.0
C[C@@H]1CCCCO[C@@H](CN(C)C(=O)C2CCCCC2)[C@@H](C)CN([C@H](C)CO)C(=O)c2cc(NS(=O)(=O)c3ccccc3)ccc2O1 | -8.6 | 0.0
CCC(=O)N[C@@H]1CC[C@H](CC(=O)NCc2ccccc2F)O[C@@H]1CO | 1.5 | 0.0
CCCNC(=O)N(C)C[C@@H]1Oc2ncc(C#CC3CCCCC3)cc2C(=O)N([C@@H](C)CO)C[C@H]1C | 29.3 | 0.0
Cc1noc(C)c1S(=O)(=O)N(C)C[C@H]1OCCCC[C@@H](C)Oc2ccc(N(C)C)cc2C(=O)N([C@H](C)CO)C[C@@H]1C | -15.6 | 0.0
COCC(=O)N1CCC2(CC1)CN(S(C)(=O)=O)[C@@H](CO)c1[nH]c3cc(OC)ccc3c12 | -38.1 | 0.0
CN1C(=O)c2cc(NC(=O)C3CCOCC3)ccc2OC[C@H]2O[C@@H](CC(=O)NCc3ccccc3F)CC[C@H]21 | 1.0 | 0.0
O=C(NCC[C@H]1CC[C@H](NC(=O)c2ccncc2)[C@H](CO)O1)Nc1ccc(Cl)cc1 | -11.2 | 0.0
COc1ccccc1NC(=O)N1CC(=O)N2[C@H](CO)[C@@H](c3ccc(C#CC(C)C)cc3)[C@@H]2C1 | -34.8 | 0.0
CCCN(C)C[C@H]1Oc2cc(/C=C/c3ccccc3)ccc2S(=O)(=O)N([C@H](C)CO)C[C@@H]1C | 5.5 | 0.1
Cc1ccc(S(=O)(=O)N(C)C[C@H]2OCCCC[C@@H](C)Oc3ccc(NC(=O)c4ccncc4)cc3C(=O)N([C@@H](C)CO)C[C@H]2C)cc1 | 13.1 | 0.0
O=C(C[C@@H]1C=C[C@H](NC(=O)CCN2CCCCC2)[C@@H](CO)O1)Nc1nccs1 | 42.8 | 0.0
C[C@@H](NC(=O)C[C@@H]1CC[C@@H]2[C@H](COC[C@@H](O)CN2Cc2ccc(C(F)(F)F)cc2)O1)c1ccccc1 | x | 0.0
O=C(C1CCCCC1)N1[C@@H](CO)[C@@H]2c3ccccc3N(S(=O)(=O)c3ccccc3)C[C@@H]21 | 28.7 | 0.0
COc1cccc(-c2ccc3c(c2)[C@H]2[C@H](CCN2S(=O)(=O)c2ccccc2F)[C@@H](CO)N3)c1 | -22.0 | 0.0
CC(C)NC(=O)N1[C@@H](CO)[C@@H]2c3ccccc3N(C)C[C@@H]21 | -11.8 | 0.0
CN1c2ccc(Br)cc2[C@H]2[C@H](CCN2C(=O)C2CCC2)[C@H]1CO | 2.7 | 0.0
CCCC#Cc1ccc([C@H]2[C@@H](CO)N3C(=O)CN(S(=O)(=O)c4ccccc4C)C[C@@H]23)cc1 | 23.5 | 0.0
C[C@H](CO)N1C[C@H](C)[C@@H](CN(C)C(=O)Nc2ccc(-c3ccccc3)cc2)OCc2ccccc2-c2ccccc2C1=O | -13.2 | 0.0
C[C@@H]1CN([C@H](C)CO)C(=O)c2ccccc2-c2ccccc2CO[C@H]1CN(C)S(=O)(=O)c1ccc([N+](=O)[O-])cc1 | 3.9 | 0.0
CN1CCN(C(=O)C[C@@H]2CC[C@@H]3[C@H](COC[C@@H](O)CN3CC3CCCCC3)O2)CC1 | -22.3 | 0.0
CCCNC(=O)N1CC2(CN(Cc3cccnc3)C2)c2c(n(C)c3cc(OC)ccc23)[C@@H]1CO | -27.7 | 0.0
CC(C)C(=O)Nc1ccc2c(c1)C(=O)N(C)[C@H]1CC[C@H](CC(=O)Nc3ccc(Cl)cc3)O[C@@H]1CO2 | -39.3 | 0.0
COc1ccc(NC(=O)N2CCC3(CC2)CN(C(=O)C2CCC2)[C@@H](CO)c2c3c3ccc(OC)cc3n2C)cc1 | 0.2 | 0.0
COc1cccc(NC(=O)N2[C@@H]3CNC[C@H]2C3c2ccc(-c3ccncc3)cc2)c1 (stereo partly specified) | 22.5&7.3 | 0.0&0.0
O=C(NCCCN1CCOCC1)[C@@H]1[C@@H](CO)[C@@H]2Cn3c(ccc(C4=CCCCC4)c3=O)[C@H]1N2 | -21.7 | 0.0
CCC(=O)N1CC2(CCN(C(=O)Nc3ccccc3F)CC2)c2c([nH]c3cc(OC)ccc23)[C@@H]1CO | -11.9 | 0.0
COc1ccc2c3c([nH]c2c1)[C@@H](CO)N(CC1CC1)CC31CN(C(=O)NC2CCCC2)C1 | 13.1 | 0.0
Cn1cnc(S(=O)(=O)N2CCCCN3[C@H](CO)[C@H](c4ccc(C5=CCCCC5)cc4)[C@@H]3C2)c1 | 22.4 | 0.0
CN1C(=O)c2cc(NC(=O)c3cnccn3)ccc2OC[C@H]2O[C@@H](CC(=O)N[C@@H]3CCN(Cc4ccccc4)C3)CC[C@@H]21 | -21.2 | 0.0
CN(C)C(=O)c1cccc(-c2ccc(C3[C@@H]4CN(Cc5ccccc5F)C[C@H]3N4)cc2)c1 (stereo partly specified) | -116.5&-15.0 | 21.9*!
O=S(=O)(NC[C@H]1[C@@H](c2ccccc2)[C@@H](CO)N1CC1CC1)c1ccccc1 | 20.8 | 0.0
CCCNC(=O)N(C)C[C@@H]1Oc2cc(C#C[C@H](C)O)ccc2S(=O)(=O)N([C@H](C)CO)C[C@H]1C | 12.5 | 0.0
O=C(Cc1ccccc1)N1C[C@H]2[C@@H](c3ccccc31)[C@@H](CO)N2S(=O)(=O)c1ccccc1 | -17.8 | 0.0
Cc1ccc(S(=O)(=O)Nc2ccc3c(c2)C(=O)N([C@@H](C)CO)C[C@@H](C)[C@@H](CN(C)Cc2ccc(C(F)(F)F)cc2)O3)cc1 | 3.7 | 0.0
C[C@H](CO)N1C[C@H](C)[C@@H](CN(C)C(=O)C2CCOCC2)Oc2ncc(-c3cccc(C#N)c3)cc2C1=O | 0.8 | 0.0
C[C@@H]1CN([C@@H](C)CO)C(=O)c2cc(N(C)C)ccc2O[C@H]1CN(C)Cc1ccc(Oc2ccccc2)cc1 | 35.2 | 0.0
CN1C(=O)c2cc(NS(=O)(=O)c3cccc(F)c3)ccc2OC[C@H]2O[C@H](CC(=O)N3CCc4ccccc4C3)CC[C@H]21 | -23.2 | 0.0
C[C@H](CO)N1C[C@H](C)[C@@H](CN(C)C(=O)Nc2cccc(F)c2)Oc2cc(C#CC3(O)CCCC3)ccc2S1(=O)=O | 20.4 | 0.1
CO[C@H]1CN(C)C(=O)c2ccc(NS(C)(=O)=O)cc2OC[C@H](C)N(C(=O)CN(C)C)C[C@H]1C | 17.7 | 0.0
CN(C)CCCNC(=O)C[C@@H]1CC[C@H]2[C@@H](COC[C@@H](O)CN2Cc2cccc(C(F)(F)F)c2)O1 | -18.7 | 0.0
CO[C@@H](CN(C)S(=O)(=O)c1cn(C)cn1)[C@H](C)CN(C(=O)Nc1ccc(C(F)(F)F)cc1)[C@@H](C)CO | 7.4 | 0.0
O=C(C[C@@H]1CC[C@H](NC(=O)c2ccc(F)cc2)[C@@H](CO)O1)NCCc1ccccc1 | -13.9 | 0.0
O=C(c1cccc(F)c1)N1CCCCN2[C@H](CO)[C@@H](c3ccc(C#CC4(O)CCCC4)cc3)[C@@H]2C1 | -4.5 | 0.0
C[C@H](NC(=O)[C@H]1[C@H](CO)[C@H]2Cn3c(cccc3=O)[C@H]2N1CCC(F)(F)F)c1ccccc1 | 2.2 | 0.0

Reprinted from the results shown (5 entries):
SMILES | YAP1 CTGF inhibition | Pax4 mRNA alpha TC1
CO[C@H]1CC[C@@H]2CCN(C)C(=O)[C@H](C)N(C)C(=O)c3cccc(C#N)c3OC[C@@H]1O2 | 8.9 | 0.0
O=C(C1CCC1)N1CC(=O)N2[C@@H](CO)[C@H](c3ccc(Br)cc3)[C@@H]2C1 | 25.0 | 0.0
Cc1ccccc1-c1cnc2c(c1)C(=O)N([C@@H](C)CO)C[C@@H](C)[C@@H](CN(C)Cc1ccccc1F)O2 | u | 0.0
C[C@H]1CN([C@@H](C)CO)C(=O)c2cc(-c3ccc(C#N)cc3)cnc2O[C@H]1CN(C)Cc1cccnc1 | -15.5 | 0.0
COCC#Cc1ccc([C@@H]2[C@H](CO)N3CCCCN(C(=O)NC4CCCC4)C[C@@H]23)cc1 | -92.0 | 0.0

(listing goes on)
SMILES | YAP1 CTGF inhibition | Pax4 mRNA alpha TC1
C[C@@H]1CCCCO[C@H](CN(C)C(=O)Nc2ccc(C(F)(F)F)cc2)[C@H](C)CN([C@@H](C)CO)C(=O)c2cc(NS(=O)(=O)c3cn(C)cn3)ccc2O1 | -17.8 | 0.0
COC(=O)C[C@H]1CC[C@H]2[C@@H](COC[C@@H](O)CN2S(=O)(=O)c2ccccc2OC)O1 | 19.2 | 0.0
CN(C)CC(=O)N1[C@H](CO)[C@H](c2ccccc2)C12CN(C(=O)c1ccc(F)cc1)C2 | 16.6 | x
COc1ccccc1-c1ccccc1[C@@H]1[C@H](C#N)N(C(=O)C2CCOCC2)[C@H]1CO | -3.5 | 0.1
CCCC#Cc1ccc([C@H]2[C@H]3CN(S(=O)(=O)c4ccccc4C)CC(=O)N3[C@H]2CO)cc1 | 27.8 | 0.0
CCC(=O)N1C[C@H](C)[C@@H](OC)CN(C)C(=O)c2ccc(NC(=O)CC(F)(F)F)cc2OC[C@H]1C | -24.9 | 0.0
COCC(=O)N1[C@H](C(=O)N2CCN(C)CC2)[C@@H](CO)[C@@H]2Cn3c(ccc(C4=CCCCC4)c3=O)[C@@H]21 | 3.9 | 0.0
C[C@@H]1CN([C@H](C)CO)C(=O)c2cccc(NC(=O)Nc3ccc4c(c3)OCO4)c2O[C@H]1CN(C)S(C)(=O)=O | 9.9 | 0.0
O=C(Nc1ccc(Cl)cc1)N1C[C@@H]2[C@H](c3ccccc31)[C@H](CO)N2CC1CCCCC1 | -8.6 | 0.0
CCCNC(=O)N1CC2(C1)[C@H](c1ccccc1)[C@@H](CO)N2CC1CCOCC1 | -17.7 | x
C[C@H](CO)N1C[C@H](C)[C@@H](CN(C)C(=O)Nc2ccc(F)cc2)Oc2ccc(NC(=O)c3ccncc3)cc2CC1=O | 11.3 | 0.0
COc1cccc(C#Cc2ccc([C@H]3[C@@H](CO)N4C(=O)CN(C(=O)Cc5cccnc5)C[C@@H]34)cc2)c1 | -16.6 | 0.0
COc1ccc2c3c(n(C)c2c1)[C@H](CO)N(C(=O)c1ccncc1)CC31CCN(CC2CC2)CC1 | -1.7 | 0.0
C[C@@H](NC(=O)C[C@H]1CC[C@H]2[C@@H](COC[C@H](O)CN2Cc2ccc(C(F)(F)F)cc2)O1)c1ccccc1 | 9.7 | 0.0
CC(C)CC#Cc1ccc([C@@H]2[C@@H](CO)N3CCCCN(C(=O)Nc4ccccc4)C[C@@H]23)cc1 | 12.4 | 0.0
CCS(=O)(=O)Nc1ccc2c(c1)C(=O)N(C)[C@@H]1CC[C@H](CC(=O)NCc3ccc(OC)cc3)O[C@@H]1CO2 | -24.8 | 0.0
CN1C(=O)c2cc(NC(=O)c3cscn3)ccc2OC[C@@H]2O[C@@H](CC(=O)N3CCOCC3)CC[C@@H]21 | -60.7 | 0.0
COc1ccc(CN(C)C[C@@H]2OCCCC[C@@H](C)Oc3ccc(NC(=O)C4CCCCC4)cc3C(=O)N([C@@H](C)CO)C[C@H]2C)cc1 | -30.9 | 0.0
O=C(C[C@H]1CC[C@@H]2[C@H](COC[C@H](O)CN2Cc2cocn2)O1)N[C@@H]1CCN(Cc2ccccc2)C1 | 7.6 | 0.0
O=C(C[C@@H]1CC[C@H]2[C@@H](COC[C@@H](O)CN2C(=O)c2cc(Cl)cc(Cl)c2)O1)N1CCc2ccccc2C1 | 15.4 | 0.0
CC(C)CC#Cc1ccc([C@H]2[C@@H](CO)N3C(=O)CN(S(=O)(=O)c4cccc(F)c4)C[C@H]23)cc1 | -84.5 | 0.0
CCC(=O)N1Cc2cc(C(=O)NCCOC)nc(-c3cccc(-c4ccc(C#N)cc4)c3)c2[C@@H]1CCO | -17.1 | 0.0
CO[C@@H]1CN(C)C(=O)c2cc(NC(=O)C3CCOCC3)ccc2OC[C@@H](C)N(C(=O)Nc2ccc(C(F)(F)F)cc2)C[C@H]1C | u | 0.0
C[C@H](NC(=O)C[C@H]1CC[C@@H]2[C@H](COC[C@H](O)CN2C(=O)Nc2cccc(Cl)c2)O1)c1ccccc1 | 15.0 | 0.0
C[C@@H]1CN([C@H](C)CO)C(=O)Cc2cc(NC(=O)Nc3ccc(F)cc3)ccc2O[C@@H]1CN(C)S(C)(=O)=O | 15.1 | 0.0
O=C1CCC(=O)N[C@@H](c2ccc3c(c2)OCO3)C/C=C\CCN1 | -5.4 | 0.0
CO[C@@H]1CN(C)C(=O)c2ccc(NC(C)=O)cc2OC[C@H](C)N(C(=O)c2cnccn2)C[C@H]1C | -13.3 | 0.0
COc1ccc2c3c([nH]c2c1)[C@@H](CO)N(Cc1ccccn1)CC31CCN(C(C)=O)CC1 | 28.1 | 0.0

Bioassay records deposited in PubChem BioAssay by Broad Institute.
